# IDE cell activ: human IDE activators in live cells, primary screen, fluorescence polarization, HEK cells, FAbeta-B substrate; AID 493087, 2011; FAbeta-B cleavage; 0% vehicle, 100% cell-free pure enzyme wells; activation, % at 5.96 µM; 340,000 compounds, 0.073% hits; Insulin-degrading enzyme (Homo sapiens), P14735;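 active = activation above the mean of all tested compounds plus 3 SD, set per screening campaign, cut at about 17% in these data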
# p-CIP stab down: p/CIP-EGFP fusion destabilizers, primary screen, fluorescence, F442A cells. Q05BA5. 16 h. decrease of EGFP signal, % at 10 µM. 290,000 compounds, 0.01% hits. AID 1984, 2009;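 active = EGFP signal decrease of at least 30% at 10 µM or well 3 SD below plate mean, unless failing retest; inactive = the rest, including hits failing retest or dose response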; also: some compounds called inactive have numbers as strong as hits; many of its hits are not listed in these tables
# M18AAP inhibitor: PfM18AAP inhibitors, malaria aminopeptidase, primary screen, biochemical, QFRET, recombinant enzyme; inhibition, % at 7.35 µM; 290,000 compounds, 1.2% hits; H-Glu-NHMec fluorogenic cleavage; M18 aspartyl aminopeptidase (Plasmodium falciparum 3D7); AID 1822, 2009;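 active = inhibition above the campaign mean inhibition over all tested compounds plus 3 SD, cut at about 28% in these data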;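 also: 0% = plate median of test compound wells and 100% = 2 mM ZnCl2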
# PHOSPHO1 inh: PubChem AID 1565. inhibition, % at 13.3 µM. Phosphoethanolamine/phosphocholine phosphatase (Homo sapiens), Q8TCT1. recombinant PHOSPHO1, absorbance phosphatase assay. 290,000 compounds, 1.1% hits; in the data active = inhibition above about 60%
# Target sequence (Q8TCT1 whole entry, looked up): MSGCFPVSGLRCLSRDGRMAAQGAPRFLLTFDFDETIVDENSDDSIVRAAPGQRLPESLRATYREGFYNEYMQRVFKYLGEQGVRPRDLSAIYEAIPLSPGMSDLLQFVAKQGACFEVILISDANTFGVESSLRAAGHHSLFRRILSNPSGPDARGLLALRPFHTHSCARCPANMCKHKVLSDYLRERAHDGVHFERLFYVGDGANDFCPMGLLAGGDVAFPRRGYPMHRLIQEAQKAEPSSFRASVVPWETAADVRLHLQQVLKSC
# VIM-2 inhibitor: VIM-2 metallo-beta-lactamase inhibitors, primary screen, biochemical, epi-absorbance readout, Pseudomonas aeruginosa enzyme | purified VIM-2, nitrocefin hydrolysis, epi-absorbance fluorescence | inhibition, % at 5.6 µM | 290,000 compounds, 0.89% hits | AID 1527, 2009;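 active = inhibition above the mean of all tested compounds plus 3 SD, cutoff set per screening run, cut at about 7.5% in these data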;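 also: red hydrolysis product quenches plate fluorescence so inhibitors raise well fluorescence; 0% = enzyme with DMSO and 100% = DMSO without enzyme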
# IDE cell inh: human IDE inhibitors in live cells, primary screen, fluorescence polarization, HEK cells, FAbetaB substrate. Insulin-degrading enzyme (Homo sapiens), P14735. FAbetaB cleavage. inhibition, % at 5.59 µM. 320,000 compounds, 0.41% hits. AID 434962, 2010;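 active = percent inhibition above the average of all tested compounds plus 3 SD, set per screening campaign, cut at about 16% in these data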;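 also: IDE supplied by intact live HEK cells; FP after avidin binding of uncleaved biotin substrate so inhibition keeps polarization high; 0% = DMSO wells and 100% = 60 µM reference IDE inhibitor Ii1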
# IMP-1 inhibitor: IMP-1 metallo-beta-lactamase inhibitors, primary screen, biochemical, epi-absorbance readout, Pseudomonas aeruginosa enzyme | metallo-beta-lactamase IMP-1 (Pseudomonas aeruginosa) | purified IMP-1, nitrocefin hydrolysis, epi-absorbance fluorescence | inhibition, % at 5.6 µM | 290,000 compounds, 0.45% hits | AID 1556, 2009;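 active = inhibition above the mean plus 3 SD of all compounds in the same screening run, cut at about 4.5% in these data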;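 also: 0% = IMP-1 with DMSO and 100% = DMSO wells lacking enzyme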
#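 assay system = purified recombinant IMP-1 metallo-beta-lactamase enzyme | schedule = 15 min preincubation plus 25 min reaction at 25 °C | signal = Epi-absorbance fluorescence, 480 nm excitation, 530 nm emission | read-out basis = percent inhibition from optical density relative to buffer-blank wells | controls = IMP-1 with DMSO as 0%, enzyme-free DMSO as 100%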
# GPR7 antag: GPR7 receptor antagonists, primary screen, cell-based, fluorescence, single concentration | GPR7-expressing cells, fluorescence antagonist assay | 290,000 compounds, 1.1% hits | inhibition, % at 4.4 µM; in the data active = inhibition above about 16%, passing the limit was not always enough;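 also: cells stimulated with the agonist NPW; 0% = agonist with vehicle and 100% = vehicle without agonist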
# Target sequence (P48145 whole entry, looked up): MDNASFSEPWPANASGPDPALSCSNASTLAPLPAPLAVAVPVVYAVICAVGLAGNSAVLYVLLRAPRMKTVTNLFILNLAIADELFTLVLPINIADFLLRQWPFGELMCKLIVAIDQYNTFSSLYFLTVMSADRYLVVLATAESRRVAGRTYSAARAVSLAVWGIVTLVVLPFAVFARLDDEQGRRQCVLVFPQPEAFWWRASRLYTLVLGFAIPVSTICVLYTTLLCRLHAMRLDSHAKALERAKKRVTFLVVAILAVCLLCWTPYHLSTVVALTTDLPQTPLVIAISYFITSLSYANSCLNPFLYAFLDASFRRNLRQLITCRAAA
# NALP1 yeast inh: NALP1 inflammasome inhibitors in reconstituted yeast, colorimetric, S. cerevisiae, triplicate retest; 280,000 compounds, 0.61% hits; S. cerevisiae NALP1/ASC/caspase-1 growth, X-gal OD620, 72 h; inhibition, % at 10 µM; AID 2071, 2009; in the data active = inhibition mostly above about 24%, no sharp cut-off; inactive = mostly below about 32%; also: some compounds called inactive have numbers as strong as hits
# Active calls of the source: *; . = not tested or not shown.
smiles	IDE cell activ	p-CIP stab down	M18AAP inhibitor	PHOSPHO1 inh	VIM-2 inhibitor	IDE cell inh	IMP-1 inhibitor	GPR7 antag	NALP1 yeast inh
Cn1c(=O)[nH]c(=O)c2c1nc(N1CCCC1)n2CC(O)COc1ccccc1 (stereo unspecified)	5	-2	-5	21	-0.8	3	-1.5	-1	14
O=C(Cn1cnc2cc([N+](=O)[O-])ccc2c1=O)NCCc1ccc(F)cc1	1	-10	1	24	-1.8	4	-3.8	-6	-4
O=C(O)c1ccccc1SCc1cn2ccccc2n1	2	-19	-6	-21	0.3	-4	-3.7	1	20
CCOC(=O)c1cc(S(=O)(=O)N(C)Cc2ccccc2)cn1C	4	-7	8	-4	-1.1	-2	-4.8	-4	20
COc1cc2nc(N(C)CCCNC(=O)C3CCCO3)nc(N)c2cc1OC (stereo unspecified)	.	5	-2	16	-1.2	-1	-2.3	5	11
Cc1nc2ccc(S(=O)(=O)NCC(=O)N(C)Cc3ccccc3)cc2s1	4	5	3	-22	-4.5	-3	-3.5	-15	-2
COc1ccccc1NC1=C(N2CCCCC2)C(=O)c2ccccc2C1=O	-1	2	-6	15	-1.7	-4	-3.9	1	80*
CC(C)C[C@@H](CO)N1CCN(Cc2ccccc2)CCC1=O	8	-1	-9	-13	-0.2	1	0.1	10	10
CCOc1ccccc1NC(=S)N1CCCc2ccccc21	-1	-3	-7	16	2.0	-3	-1.4	-4	3
Cc1nc2c3ccccc3nc(NNC(=O)CCC(=O)NC(C)C)n2n1	2	0	26	2	-2.8	1	-4.7	-6	9
O=C(COC(=O)c1ccc(O)cc1)Nc1nccs1	5	4	-13	23	0.5	-1	-0.8	-4	-11
COc1cc(C)ccc1OCc1cc(C(=O)N2CCCCCCC2)no1	-5	14	6	29	0.9	-3	-2.0	10	10
Cc1nnc(NC(=O)c2ccc3c(c2)C(=O)N(CCC(C)C)C3=O)s1	0	-14	-8	-9	-2.7	-1	-2.5	-7	-1
Cc1cc(C)cc(NC(=S)NCc2cccnc2)c1	7	8	12	6	0.3	5	-2.2	-6	16
CCCCOc1ncnc2c1[nH]c1ccc(F)cc12	-31	-14	-10	1	0.2	30*	-0.5	11	-3
COc1ccc2nc3oc(C(=O)N4CCN(c5ccccc5F)CC4)cc3cc2c1	4	9	7	7	-0.5	0	-1.2	-5	34
Cc1ccc(C(=O)Nc2cc(Cl)ccc2OC(=O)c2ccc(C)cc2)cc1	.	6	-1	-4	-3.0	7	-2.1	-7	-7
CC1Cc2cc(-c3csc(NC(=O)Cc4ccccc4)n3)ccc2N1S(C)(=O)=O (stereo unspecified)	-1	-7	2	11	-1.5	5	-2.3	16	10
COc1ccc(CC(NC(C)=O)C(=O)NC2CCN(C(=O)C3CCCCC3)CC2)cc1OC (stereo unspecified)	-1	-4	2	36	-3.4	-3	0.8	0	-1
CCNC(=O)CC1SC(=Nc2ccc(Cl)cc2)N(CC)C1=O (stereo unspecified)	6	-17	0	-5	-4.2	0	-4.1	0	18
Cc1ccc(Nc2nc(COC(=O)COc3ccc(C=O)cc3)cs2)cc1	-5	-5	1	-11	-2.0	2	-2.0	-3	21
CCC(C)N(NC(C)=O)c1nc(Cl)nc(NC(C)C)n1 (stereo unspecified)	0	9	3	-6	-0.6	-2	-2.1	3	11
Cc1cccc(NC(=O)C2C3CCC4C(CCC32)C4(Cl)Cl)c1 (stereo unspecified)	3	-8	2	1	-1.0	7	-1.3	13	18
Cc1c(C(=O)O)c(=S)sn1CCOc1ccccc1	5	0	4	12	-4.9	.	-5.1	-12	5
Cn1nnnc1SCCNC(=O)C1CCC(=O)N(Cc2ccccc2F)C1 (stereo unspecified)	5	4	4	60	-2.1	-4	-2.6	-16	2
CCn1cc(C(=O)N[C@H](C(=O)O)C(C)C)c(=O)c2cc3c(cc21)OCO3	3	3	-2	29	-3.1	5	-2.5	0	11
CCOC(=O)c1ccc(NC(=O)Cn2cccc2)cc1	0	-12	2	6	-2.6	-1	-1.3	-6	-3
Cc1ccc(C(=O)NNC(=O)CSc2nnc(-c3ccncc3)n2-c2ccc(C)cc2)cc1	1	-6	3	-18	1.8	5	-1.5	-10	-4
CSc1ccc(/C=C2\C(=N)N3N=C(CC(=O)N4CCOCC4)SC3=NC2=O)cc1	4	-8	5	31	-3.0	0	-2.9	6	7
CN=C(NC)SC1CC(=O)N(c2ccccc2)C1=O (stereo unspecified)	6	-4	-21	1	-5.1	-3	-2.7	-13	10
O=C(Cc1ccc(Cl)c(Cl)c1)Nc1ccc2[nH]c(=O)[nH]c2c1	1	-4	-3	-7	-0.7	6	-1.6	0	-10
CCOC(=O)/C(=C/C=C1\Sc2cc(C)c(C)cc2N1CC)C(C)=O	-124	-733	22	20	2.8	.	4.8*	24*	26
CC(C)(C)c1ccc(/C=N/NC(=S)Nc2cccnc2)cc1	.	-2	12	-52	-5.6	-1	-4.1	2	-1
Cc1ccc(C2CC(=O)Nc3cc4c(cc32)OCCO4)s1 (stereo unspecified)	-7	-4	3	-5	0.3	2	-1.1	3	-3
O=C(NCc1ccco1)C(c1ccccc1F)N(Cc1cccnc1)C(=O)Cn1nnc2ccccc21 (stereo unspecified)	7	-14	2	-65	-0.9	-4	-3.3	-6	7
COc1ccc(NC(=O)c2ccc(Br)o2)c([N+](=O)[O-])c1	1	4	5	31	-0.1	4	-1.1	-10	30
Nc1ccc(-c2cc(-c3cccc(N)c3)nc(-c3ccccc3)n2)cc1	6	0	3	26	-3.9	-2	0.2	29*	14
O=C1/C(=C/c2ccc(Br)cc2)Oc2cc(O)ccc21	-12	-3	5	20	-0.3	13	-2.4	19	5
Cc1nc2ncc(Br)cc2[nH]1	7	-12	0	9	-2.4	1	-2.2	-1	23
COc1ccc(S(=O)(=O)NCC(=O)N(CC(=O)NCc2ccccc2)Cc2ccco2)cc1	2	-13	-7	19	-2.4	0	-2.9	-6	4
CCOC(=O)C(NCc1ccccn1)(NC(=O)c1cccnc1)C(F)(F)F (stereo unspecified)	6	-7	-5	-4	-4.2	0	-3.3	1	9
CC1(C)Cc2c(sc3nc4n(c(=N)c23)CCCCC4)CO1	5	2	-11	-19	-1.1	0	-2.1	-9	-15
CC1(C)CC(=O)c2cc(NC(=O)c3ccc(F)cc3)c(=O)oc2C1	3	-20	-2	17	0.9	0	0.3	-7	-6
S=C(NCCCN1CCOCC1)NC1CC1	0	3	-2	27	0.0	1	-1.1	-4	2
Cc1ccccc1C(=O)NNC(=O)/C=C\C(=O)O	7	-6	0	12	-3.0	-7	-2.5	-2	10
Cc1ccc2c3c1C1(C(=O)N3C(C)(C)CC2C)C(C#N)=C(N)Oc2cc(O)ccc21 (stereo unspecified)	-1	-7	9	5	-5.7	5	-2.9	-13	26
Cc1cc(Br)cc(Br)c1OCC(=O)NNC(=O)CCC(=O)NCc1ccccc1	0	3	-5	17	-6.6	.	-4.5	0	6
Cn1ncn2c(=O)c3c(nc12)-c1ccccc1CC31CCCC1	3	5	6	11	-2.8	1	-2.5	-21	3
Cc1ccc(C(=O)Nc2ccccc2C(=O)Nc2ccccn2)cc1Cl	-6	2	-4	24	-1.6	1	-0.2	-9	10
Cc1ccc(CNC(=O)c2ccc(-n3cccc3)cc2)cc1	-4	-11	-8	-10	-2.4	.	-2.3	-5	0

# The list continues.
smiles	IDE cell activ	p-CIP stab down	M18AAP inhibitor	PHOSPHO1 inh	VIM-2 inhibitor	IDE cell inh	IMP-1 inhibitor	GPR7 antag	NALP1 yeast inh
O=C(CSc1n[nH]c(-c2ccccc2O)n1)N1CCCc2ccccc21	6	4	2	26	-1.6	1	-2.0	10	14
Cc1cc2[nH]c(=O)c(=O)[nH]c2cc1S(=O)(=O)Nc1cccc(C)c1C	3	7	8	7	1.1	5	-2.3	-3	8
C/C=C(/C)C(=O)Nc1cccc(C2=NOC3(C2)C[C@H](C(N)=O)N(C(=O)c2ccccc2)C3)c1 (stereo partly specified)	-8	-1	.	26	.	-1	.	.	.
COc1ccc(/C=N/NC(=O)CNc2n[nH]c(=O)[nH]c2=O)cc1OC	3	-10	-6	3	-3.9	5	-1.3	-3	25
COc1ccc(CNC(=O)CNC(c2ccccc2)c2ccccc2)cc1OC	4	-7	2	8	-3.3	-3	-1.3	6	10
Cc1ccc(Cn2c(N)c(S(=O)(=O)c3cccs3)c3nc4ccccc4nc32)cc1	9	-8	-11	4	-1.1	1	-3.8	4	-16
COc1ccc(N2CCN(S(=O)(=O)c3ccc(OC)c(C(=O)N4CCCC4)c3)CC2)cc1	-3	-3	6	18	-3.2	-2	-2.9	-3	7
Cc1ccc(Oc2nc(C(F)(F)F)nc3ccccc23)cc1	-4	-9	2	22	-2.3	4	-2.4	-20	32
COCC1CCN(C(=O)CCc2nnc(C3(c4ccc(Cl)cc4)CCC3)o2)C1 (stereo unspecified)	1	-7	-1	31	-1.2	0	-3.0	-14	-1
CCCNC(=O)CN(Cc1ccccc1F)S(=O)(=O)c1ccc(C)cc1	5	-9	1	3	-3.3	4	-4.0	1	13
CC(C)(C)N1CC(OC(N)=O)C1	1	-6	0	40	-2.9	6	-2.8	-7	6
CC(CNC(=O)c1ccc(Br)o1)NC(=O)c1ccc(Br)o1 (stereo unspecified)	1	-7	-9	24	1.2	-6	-0.3	-4	0
Cc1ccc(C)c(NC(=O)CN(C)C(=O)c2cc3ccccc3o2)c1	3	-9	4	32	-2.5	0	-1.6	3	24
CCc1ccc(NC(=O)CSc2nnc(COc3ccc4c(c3)CCCC4)o2)cc1	3	-10	-2	-5	-2.2	-5	-3.7	6	13
COc1cc(/C=C/C(=O)NCC(=O)N2CCC(N(C)CCN3CCOCC3)CC2)ccc1OC(C)C	-3	0	-10	-19	-0.8	0	-1.5	-20	-10
Cc1ccc(C(=O)CNc2nc3c(c(=O)[nH]c(=O)n3C)n2Cc2ccccc2)cc1	0	-13	0	38	-0.3	-1	-0.5	-9	7
Cc1c(CC(=O)O)c(=O)oc2c(C)c3occ(-c4ccc(Br)cc4)c3cc12	2	-7	-1	0	8.9*	3	-1.6	-12	3
O=C(CSc1nnc(NC(=O)c2cccc(F)c2)s1)NC1CCCC1	3	-7	-1	40	11*	0	-2.3	0	14
O=C(Nc1ccccc1C(=O)NC(Cc1ccccc1)C(=O)O)c1ccccc1 (stereo unspecified)	5	6	-6	-27	2.0	-2	0.1	14	0
COc1ccc(/C=C\c2onc(C)c2S(=O)(=O)N2CCC(C(=O)NCc3ccco3)CC2)cc1	0	-5	2	32	-4.3	4	-3.5	-8	45

# Screening data: PubChem, several laboratories
